# All columns: NCI-60 one-dose screen, growth in % after 48 h at 10 µM unless noted; 100 = growth as untreated, 0 = no growth, -100 = all killed.
# T-47D: T-47D breast cancer | 79,000 tested, 5% active
# HS 578T: HS 578T breast cancer; AID 1794788; 78,000 tested, 4.1% active
# MDA-MB-231: MDA-MB-231 breast cancer | 81,000 tested, 5% active | AID 1794789
# MDA-MB-468: MDA-MB-468 breast cancer; 78,000 tested, 8.5% active; AID 2202374
# MALME-3M: MALME-3M melanoma. 78,000 tested, 5.8% active. AID 1794766
# LOX IMVI: LOX IMVI melanoma; 79,000 tested, 7.4% active; AID 1794757
# BT-549: BT-549 breast cancer; 78,000 tested, 4.4% active; AID 1794793
# MCF7: MCF7 breast cancer; AID 1794796; 82,000 tested, 6.3% active
# Starred values were filed as active, the others as inactive; nt = not tested or not shown; & = joins results of further samples. Rule for the calls: active = growth percent below 10; inactive = the rest.
SMILES,T-47D,HS 578T,MDA-MB-231,MDA-MB-468,MALME-3M,LOX IMVI,BT-549,MCF7
CCOC(OCC)c1ccccc1,107,105,105,96,nt,105,119,103
COCC(O)Cn1ccnc1N=Nc1ccccc1 (stereo unspecified),109,107,114,106,101,104,107,92
NC(Cc1cnc2ccccc2c1)C(=O)O (stereo unspecified),113,94,99,nt,109,100,80,95
O=C1/C(=C/c2ccc(OCCCCCCOc3ccccc3Cl)cc2)N=C2SCCCN12,80,106,96,61,109,94,103,92
CCOC(=O)c1c(C)nc2c(c1N)/C(=C/c1cccs1)C(=O)N2c1ccc(OC)cc1,19,25,36,28,27,38,46,25
Cc1ccc(C)c(CCO)c1,103,105,93,93,106,100,94,112
O=C(COc1ccc(-c2nc3cc(Cl)c(Cl)cc3[nH]2)cc1)N=Nc1c(O)[nH]c2ccccc12,-38*,-36*,-50*,-49*,-69*,6.1*,65,-50*
O=C(Oc1ccc(Cl)cc1)c1ccc(Cl)cc1,101,120,106,95,115,110,93,111
CCCCOB(OCCCC)c1ccc(B(OCCCC)OCCCC)cc1,97,101,101,107,98,100,94,98
CCCn1c(CC)nc([N+](=O)[O-])c1Sc1ncn[nH]1,90,99,97,81,83,91,114,81
CC1(C)OC(=O)CC1=O,82,97,104,100,105,97,98,99
Cn1c(SCC(=O)c2ccc(F)cc2)nc2ccccc2c1=O,62,101,92,79,109,96,97,73
CN1CCN(c2ccc3c(c2)nc(NNC(=O)c2ccncn2)c2cccn23)CC1,33,71,37,20,44,11,45,18
CC(=O)N1CCNCC1,102,113,111,115,107,99,108,99
Cc1ccc(-c2cc(C(=O)N3CCN(c4cc5c(cc4F)c(=O)c(C(=O)O)cn5C4CC4)CC3)c3ccccc3n2)cc1,103,94,89,101,89,91,96,100
N#Cc1cc(-c2ccnc(Nc3ccc(NC(=O)CCl)cc3)n2)ccc1N1CCCC1,-68*,13,-32*,-46*,-69*,-85*,-65*,-19*
O=c1[nH]c2nc3ccccc3c(=O)[nH]n-2c1=O,92,nt,99,114,95,98,100,99
COc1cc(C=O)ccc1OCCOc1ccc(/C=N/NC(=O)Cn2c(C(C)C)nc3ccccc32)cc1OC,98,102,97,116,103,95,105,101
O=C(O)CCCCCCCCCCN1C(=O)/C(=C2/C(=O)N(CC(=O)O)c3ccc(Br)cc32)SC1=S,78,85,92,102,97,78,105,83
Brc1ccc(-c2cc(-c3ccc(Br)cc3)cc(-c3ccc(Br)cc3)c2)cc1,88,96,99,109,107,108,103,100
CC[C@H](C)[C@H](CO)NC(=O)[C@]12CCC(C)(C)C[C@H]1[C@@H]1NCC[C@@H]3[C@@]4(C)CC[C@H](O)C(C)(C)[C@@H]4CC[C@@]3(C)[C@]1(C)CC2,61,77,86,53,112,81,80,71
O=C1NC(=O)/C(=C\c2ccccc2O)S1,105,107,84,108,85,68,94,nt
CCCCNCC(=O)Nc1ccc(C(=O)OCC)cc1,97,108,103,103,106,103,92,98
CCO/C=N/S(=O)(=O)c1cc2c(cc1Cl)NC=NS2(=O)=O,105,101,106,98,107,98,101,96
O=C(NCc1ccccc1)c1cccc([N+](=O)[O-])c1,nt,91,91,94,91,105,nt,98
Cc1ccc(-c2cc(-c3cc(Cl)ccc3O)[nH]n2)cc1,64,86,39,72,65,60,92,32
O=C(Cc1ccccc1Cl)c1ccccc1,116,107,105,109,128,108,110,104
O=C(Nc1ccccc1)C(O)c1ccccc1 (stereo unspecified),nt,91,96,99,102,98,nt,102
N=C(N)Sc1n[nH]c(=O)[nH]c1=O,108,nt,121,110,109,102,115,95
O=C(/C=C/c1cn(-c2ccccc2)nc1-c1ccccc1)OCc1cn(-c2cccc([N+](=O)[O-])c2)nn1,78,90,73,107,98,90,95,87
CCC1SC(N)=NC1=O (stereo unspecified),105,nt,126,117,120,110,153,107
O=C(CSc1nnc(-c2ccc3nc(-c4ccc(Cl)cc4)[nH]c3c2)o1)Nc1ccc(C(=O)/C=C/c2ccc(Cl)cc2)cc1,87,89,91,100,102,-24*,100,55
c1ccc(CNc2ccccc2)cc1,117&91,105&101,96&117,95,121&109,107&99,110&103,101&98
c1ccc(COc2ccc(Nc3ncnc4sc5c(c34)CCCC5)cc2)cc1,74,96,95,71,133,98,101,93
CC(C)=CC/C=C(/C)[C@H]1CC[C@]2(C)[C@@H]1CC[C@@H]1[C@@]3(C)C/C(=C/c4ccc(C(F)(F)F)cc4)C(=O)C(C)(C)[C@@H]3CC[C@]12C,68,92,87,100,nt,70,92,81
COc1cc(C#CC[C@@H]2C[C@]3(C)[C@H]4CC=C5[C@@H]6[C@@H](C)[C@H](C)CC[C@]6(C(=O)O)CC[C@@]5(C)[C@]4(C)CC[C@H]3C(C)(C)[C@H]2O)cc(OC)c1OC,64,85,72,70,90,55,75,41
NC1(C(=O)O)CCCC1,86,nt,99,nt,98,103,105,92
COC(=O)c1c2c(c(C)[n+]([O-])c1C)C(=O)C=C(NCc1ccc(OC)cc1)C2=O,-31*,-10*,-6.3*,-61*,-97*,-12*,-89*,-55*
COC(=O)c1ccccc1NC(=O)c1ccccc1,nt,88,87,99,120,98,nt,84
O=c1[nH]c2ccc(Oc3ncccn3)cc2c(=O)n1Cc1cccc(NC(=S)Nc2cccc(Cl)c2)c1,nt,103,97,89,95,98,95,92
CC(C)(COC(=O)c1ccccc1)N1CC2CCC(C1)O2,96,101,108,nt,100,92,92,115
COc1cccc(C2Nc3ccccc3-n3cccc32)c1OC (stereo unspecified),94,nt,79,91,95,90,96,101
Fc1ccc2cc(Cc3nnc(Cc4cc5ccc(F)cc5[nH]4)n3CCCc3cnc[nH]3)[nH]c2c1,92,87,87,103,86,91,133,84
N#C/C(=C\c1ccc(-c2cccc(Cl)c2)o1)c1ccc(Cl)cc1,61,96,85,88,103,87,115,45
COc1cccc(/C(C)=C(\C)C2CC2CCNS(=O)(=O)c2ccc(C)cc2)c1 (stereo unspecified),52,94,84,31,85,86,114,72
COc1ccc(OC)c(C2NC(=O)N=C3C2C(N)=NN3c2ccccc2)c1 (stereo unspecified),100,99,96,92,85,nt,100,93
CNC1CCc2c(sc(NC(=O)c3ccc(C(C)(C)C)cc3)c2C(N)=O)C1 (stereo unspecified),54,57,57,-37*,nt,-88*,75,-34*
COC(=O)Nc1cc(C(=O)NCCC(=N)N)cn1C,98,106,108,90,116,103,114,103
O=C(Nc1cccc(Cl)c1)OCCCCl,nt,95,91,95,105,100,86,98
CCCCCCCCCCCCCCCCNc1ccccc1,89,108,104,108,114,101,72,90
O=C(/C=C/C(=O)OCCCl)OCCCl,105,104,113,99,nt,102,122,101
O=C(/C=C/c1ccccc1F)c1cccc(OCCCCOc2cccc(C(=O)/C=C/c3ccccc3F)c2)c1,99,104,94,100,101,96,112,89
Cc1cc2nc(N)c3c4ccccc4cn3c2cc1C,77,nt,95,85,115,90,99,73
CC1(C)CCC(C)(C)C2CC3CC4C(CC3CC21)C(C)(C)CCC4(C)C (stereo unspecified),115,95,102,100,99,113,113,99
Cc1ccc(C(=O)CSc2nnc(-c3ccc(-c4ccc(Cl)cc4)nc3C)o2)cc1,92,102,93,95,96,95,107,81
N#C/C(=C\c1ccc(-c2ccccc2F)o1)c1nc(-c2ccco2)cs1,14,98,86,-11*,96,94,nt,38
CCN(CC)C(=O)/C=C(/C)c1ccccc1,102,101,108,88,111,99,94,102
c1ccc2c(c1)Nc1cc3ccccc3cc1N2,25,53,33,40,28,11,33,2.9*
Cc1ccc(/C=C/C(=O)c2ccc(NC(=O)CSc3nc4[nH]c(=O)n(C)c(=O)c4[nH]3)cc2)c(C)c1,112,94,96,100,96,104,100,88
C[S+](C)CC(=O)c1ccc2ccccc2c1,100,100,92,66,77,91,nt,95

# Entries from the list above that have a furan ring, fused or not:
SMILES,T-47D,HS 578T,MDA-MB-231,MDA-MB-468,MALME-3M,LOX IMVI,BT-549,MCF7
N#C/C(=C\c1ccc(-c2cccc(Cl)c2)o1)c1ccc(Cl)cc1,61,96,85,88,103,87,115,45
N#C/C(=C\c1ccc(-c2ccccc2F)o1)c1nc(-c2ccco2)cs1,14,98,86,-11*,96,94,nt,38

# Additional structures
SMILES,T-47D,HS 578T,MDA-MB-231,MDA-MB-468,MALME-3M,LOX IMVI,BT-549,MCF7
COc1ccc(/C=C(\C#N)c2ccccc2)cc1,89,86,78,91,nt,90,85,103
Cc1cc(SCc2ccc(Cl)cc2Cl)nc(SCc2ccc(Cl)cc2Cl)n1,114,102,101,104,89,100,106,93
O=C(Nc1ccccc1Cl)c1ccccc1F,102,110,101,93,99,110,112,102
COc1ccc(-c2cnc3c(-c4cccc5nn(C)cc45)cnn3c2)cc1,96,92,91,96,102,101,102,91
Nc1nc2c(nc(N3CCOCC3)n2[C@@H]2O[C@H](CO)[C@@H](O)[C@H]2O)c(=O)[nH]1,100,102,99,96,99,103,112,92
COc1ccc2nc(-c3ccc(Cl)cc3)cc(-c3nnc(SCC(=O)Nc4ccc(C(C)=O)cc4)n3-c3ccccc3)c2c1,87,100,87,91,93,105,87,100
Cc1ccc(-n2cc(/C=N/NC(=O)c3nc(N)n[nH]3)c(-c3ccc(S(C)(=O)=O)cc3)n2)cc1,97,108,96,105,85,90,101,94
CCN1CCN(C2=NC(=O)/C(=C/c3cccs3)S2)CC1,93,107,99,114,102,100,95,95
O=C1c2ccccc2-c2c(Br)c3ccccc3c(=O)n21,93,98,102,87,111,103,107,79
Cc1ccc[nH]c1=O,100,119,103,115,132,109,103,92
CCN(CC)Cc1c(-c2cccc(OC(F)(F)F)c2)[nH]c2ccc(N3CCCC3)cc2c1=O,103,87,87,93,86,91,88,78
Cc1ccc(S(=O)(=O)NCCNc2cc(-c3cn(C(C)(C)C)nc3-c3cccc(O)c3)ccn2)cc1,45,77,77,36,62,47,nt,42
CN(C)c1ccc(C(=O)n2cc(-c3ccccc3)c(N)n2)cc1,97,98,95,82,111,108,96,98
CN(C)CCNC(=O)OCCCCOc1cc(O)c2c(=O)cc(-c3ccccc3)oc2c1,-66*,41,-78*,-81*,-97*,-100*,-60*,-90*
O=S(=O)(OCCN(CCOS(=O)(=O)c1ccccc1)S(=O)(=O)c1ccccc1)c1ccccc1,77,nt,91,90,96,93,nt,98
O=C(CSc1nc(-c2ccc(Cl)cc2)cn1-c1ccc(Cl)cc1)c1ccc(-c2ccccc2)cc1,77,96,89,84,96,93,88,72
COc1ccc(N=Nc2c(N)nn3c(-c4ccc(OC)c(OC)c4)c4c(N)c(C(C)=O)c(-c5ccccc5)nc4nc23)cc1,80,94,86,112,110,100,111,84
COc1cc(C2C=C(c3cc(OC)c(OC)c(OC)c3)Nc3nc(SC)[nH]c(=O)c32)ccc1Oc1ccnc2cc(Cl)ccc12 (stereo unspecified),80,67,67,62,60,82,71,64
CCOC(=O)CCC(=O)Oc1coc(CSc2nc3ccccc3s2)cc1=O,92,95,96,nt,120,69,89,115
N#CC1=C(N)Oc2c(ccc3ccccc23)C1c1c[nH]c2ccccc12 (stereo unspecified),82,95,76,100,104,96,93,80

# Ordered by heavy-atom count (smallest number first): six of the compounds above
SMILES,T-47D,HS 578T,MDA-MB-231,MDA-MB-468,MALME-3M,LOX IMVI,BT-549,MCF7
O=C(Nc1ccccc1Cl)c1ccccc1F,102,110,101,93,99,110,112,102
O=C1c2ccccc2-c2c(Br)c3ccccc3c(=O)n21,93,98,102,87,111,103,107,79
N#CC1=C(N)Oc2c(ccc3ccccc23)C1c1c[nH]c2ccccc12 (stereo unspecified),82,95,76,100,104,96,93,80
COc1ccc(-c2cnc3c(-c4cccc5nn(C)cc45)cnn3c2)cc1,96,92,91,96,102,101,102,91
CN(C)CCNC(=O)OCCCCOc1cc(O)c2c(=O)cc(-c3ccccc3)oc2c1,-66*,41,-78*,-81*,-97*,-100*,-60*,-90*
Cc1ccc(-n2cc(/C=N/NC(=O)c3nc(N)n[nH]3)c(-c3ccc(S(C)(=O)=O)cc3)n2)cc1,97,108,96,105,85,90,101,94

# Next part:
SMILES,T-47D,HS 578T,MDA-MB-231,MDA-MB-468,MALME-3M,LOX IMVI,BT-549,MCF7
O=C(O)c1cc2ccccc2cc1Nc1ccccc1,89,121,96,102,111,92,113,76
CC(C)N(C)c1ccc(N=Nc2cc(Cl)ccc2Cl)cc1,nt,106,77,71,84,107,118,78
Cc1ccc(N2C3c4ccccc4N(S(=O)(=O)c4ccc(C)cc4)C2c2ccccc2N3S(=O)(=O)c2ccc(C)cc2)cc1,93,100,94,120,98,99,115,89
C[C@]12CC[C@H](O)CC1=CC[C@@H]1[C@@H]2CC[C@]2(C)C(c3cccnc3)=CC[C@@H]12,56,14,85,15,71,74,60,61
COc1cc(OC)c(N(C)C(=O)c2cc3c(s2)-c2ccccc2S(=O)(=O)C3)cc1Cl,91,108,94,102,102,98,100,93
O=C1CCCCN1CCCCC#Cc1cccc(C#Cc2cccnc2)c1,84,88,65,74,249,96,265,101
CN1CCC2(CC1)OCCCO2,93,102,101,118,95,86,101,102
NS(=O)(=O)c1ccc(CCNC(=O)CSc2ccc(-c3ccc(Cl)cc3)nn2)cc1,39,72,95,23,98,58,46,nt
CC1(C)CC[C@]2(C(=O)N3CCNCC3)CC[C@]3(C)C(=CC[C@@H]4[C@@]5(C)C/C(=C/c6ccncc6)C(=O)C(C)(C)[C@@H]5CC[C@]43C)[C@@H]2C1,81,96,111,117,94,101,103,79
Cc1ccc(NC(=O)CNC(C)(C)C)cc1Cl,95,112,111,112,103,102,82,88
Cc1ccc(C(=O)C[n+]2ccn(CCC(=O)Nc3cccc4cccnc34)c2)cc1,98,93,90,39,nt,98,94,77
Cc1ccc(OCc2ccc(Cl)cc2)cc1,92,116,109,112,109,107,nt,97
CCOC(=O)C1=C(C)NC(=O)NC1c1ccc(OCc2cn(-c3ccc(C(=O)O)cc3)nn2)c(OC)c1 (stereo unspecified),103,93,99,98,92,92,97,100
OC(CN1CCCCC1)c1ccc(I)cc1 (stereo unspecified),110,114,97,105,116,103,114,108

# From PubChem
